Screening data from PubChem BioAssay.
ELG1 genotox: inducers of genotoxicity in HEK293T ELG1-luciferase cells; 1.3% of 330,000 active; Potency, µM (series often up to 46 µM), inactives show at the highest dose activity change, positive = activation, actives largely listed as activators; HEK293T ELG1-luciferase reporter, luminescence, 16 h; AID 504466; further: % of control where 0% means no effect; nearly all actives have a fitted effect of over 60% in size
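Luminescence read-out: rising ELG1-luciferase signal, reflecting elevated ELG1 protein under genetic stress, flags genotoxic compounds. Cells were treated for 16 hr at 37 °C before ONE-Glo detection.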
uPA generation: inhibitors of cell surface uPA generation; cell surface uPA generation assay, qHTS; Potency, µM (titrated, usually from 38.3 µM), inactives show at the highest dose activity change, negative = inhibition, most hits filed as inhibitors; 0.31% of 330,000 active; AID 540303; active means well fitted inhibition curve with a large enough effect; inconclusive means small, poorly fitted or top-dose-only effect; inactive means no such curve, though single readings can be large or run the other way; tested in mouse RAW 264.7 cells; further: on the % scale 0 is the no-effect control and ±100 the full control effect; nearly all actives have a fitted effect of over 55% in size
MBNL1 CUG block: MBNL1-poly(CUG) RNA binding inhibition. Q9NR56. TR-FRET MBNL1-His/biotin-(CUG)12 binding, 665/545 ratio. Potency, µM (highest dose often 57.5 µM), for inactives: top-dose activity change, negative = inhibition, actives largely listed as inhibitors. 0.036% of 280,000 active. AID 2675; active means well fitted inhibition curve with a large enough effect in the signal ratio, with a control signal flat, not every such curve was filed as active; inconclusive means small, poorly fitted or top-dose-only effect, or effect the other way, or a change in a side signal; inactive means no such curve, though single readings can be large or run the other way; the % refers to the signal ratio; further: on the % scale 0 is the no-effect control and ±100 the full control effect
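TR-FRET readout: Ex 340 nm, 665/545 nm emission ratio, normalized to buffer-only (basal) and MBNL1-(CUG)12 controls. Complex of MBNL1-His with Biotin-(CUG)12, compounds 92 nM–58 uM, incubated 60 min at room temperature.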
NPC1 promoter act: activates the NPC1 promoter | Huh7 NPC1 promoter luciferase reporter, 24 h | Potency, µM (titrated, usually from 9.22 µM), without a hit: at the top dose activation, usual class: activators | AID 485313 | 2.4% of 320,000 active;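 further: % of control where 0% means no effect; nearly all actives have a fitted effect of over 60% in size; reporter is driven by a mutant NPC1 promoter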
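Readout is luciferase luminescence, reflecting NPC1 promoter activation in stably transfected Huh7 cells after 24 h compound exposure at 37 °C in reduced-serum medium with 10% FBS.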
CXXC DNA block: MLL CXXC-DNA interaction inhibition. Q03164. MLL-CXXC / FITC-HOXA9 DNA fluorescence polarization. Potency, µM (top dose mostly 115 µM), inactives show at the top dose activity change, negative = inhibition, usual class: inhibitors. 0.037% of 290,000 active; active means well fitted inhibition curve with a large enough effect in the polarisation, with a control signal flat, not every such curve was filed as active; inconclusive means small, poorly fitted or top-dose-only effect, or effect the other way, or a change in a side signal; inactive means no such curve, though single readings can be large or run the other way; the % refers to the polarisation
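Steps: dispense CXXC domain solution (7 uM) → pin compounds or unlabeled HOX-A9 DNA control → 5 min ambient → add FLSN-HOX-A9 solution (50 nM) → spin → 30 min ambient → fluorescence polarization. Tris pH 7.5/NaCl/DTT/BSA buffer.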
FLuc modulator: firefly luciferase modulation, counter-screen for miR-21 project. purified FLuc, Km substrates, luminescence inhibition. 6.9% of 360,000 active. AID 588342. Potency, µM (series often up to 57.5 µM), for inactives: top-dose activity change, negative = inhibition, usual class: inhibitors. P08659;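 further: plate controls were vehicle for no effect and reference inhibitor for full effect; nearly all actives have a fitted effect of over 55% in size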
Target sequence (P08659 whole entry, looked up): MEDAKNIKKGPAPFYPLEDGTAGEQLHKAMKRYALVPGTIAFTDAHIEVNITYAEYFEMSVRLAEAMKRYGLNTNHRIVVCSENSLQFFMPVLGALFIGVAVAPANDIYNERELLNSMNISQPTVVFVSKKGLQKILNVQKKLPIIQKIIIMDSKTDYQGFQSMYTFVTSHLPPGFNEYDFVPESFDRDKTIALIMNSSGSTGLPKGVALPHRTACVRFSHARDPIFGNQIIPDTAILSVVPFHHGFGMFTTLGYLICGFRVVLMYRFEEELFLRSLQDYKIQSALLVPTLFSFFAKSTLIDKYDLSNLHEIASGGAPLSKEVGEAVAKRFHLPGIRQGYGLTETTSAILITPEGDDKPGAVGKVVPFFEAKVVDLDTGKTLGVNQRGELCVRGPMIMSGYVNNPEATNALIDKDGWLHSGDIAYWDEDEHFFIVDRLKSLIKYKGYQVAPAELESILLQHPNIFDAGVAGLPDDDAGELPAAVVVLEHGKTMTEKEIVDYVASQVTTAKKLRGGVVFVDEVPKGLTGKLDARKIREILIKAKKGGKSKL
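Purified P. pyralis luciferase, 10 nM final, with Km-level 10 uM D-luciferin and 10 uM ATP in 50 mM Tris acetate pH 7.5, 10 mM Mg acetate, 0.01% Tween-20, 0.05% BSA; 6-point qHTS titration about 60 µM downward; luminescence read.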
RORgamma inh: inhibitors of mouse ROR gamma transcriptional activity; Drosophila S2 Gal4-RORgamma UAS-luciferase reporter, 20 h; Potency, µM (titrated, usually from 53.6 µM), for the others: at the highest dose activity change, negative = inhibition, most hits filed as inhibitors; P51450; 5.4% of 310,000 active; further: on the % scale 0 is the no-effect control and ±100 the full control effect; nearly all actives have a fitted effect of over 60% in size
Target sequence (P51450 whole entry, looked up, the tested form may be a part): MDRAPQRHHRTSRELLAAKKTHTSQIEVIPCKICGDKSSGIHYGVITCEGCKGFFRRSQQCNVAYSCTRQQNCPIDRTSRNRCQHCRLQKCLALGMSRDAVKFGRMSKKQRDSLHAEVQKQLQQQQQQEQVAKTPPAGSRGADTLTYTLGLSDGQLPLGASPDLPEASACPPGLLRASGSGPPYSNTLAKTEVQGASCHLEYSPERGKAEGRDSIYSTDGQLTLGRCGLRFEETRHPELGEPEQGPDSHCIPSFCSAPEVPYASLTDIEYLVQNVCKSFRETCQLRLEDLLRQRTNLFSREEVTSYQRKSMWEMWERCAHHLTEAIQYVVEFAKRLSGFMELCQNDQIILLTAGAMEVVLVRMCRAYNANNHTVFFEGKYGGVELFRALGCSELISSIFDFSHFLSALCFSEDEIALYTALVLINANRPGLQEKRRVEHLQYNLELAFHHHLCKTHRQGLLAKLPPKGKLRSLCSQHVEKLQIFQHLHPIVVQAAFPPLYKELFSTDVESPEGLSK
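Luminescence from a UAS-regulated Photinus luciferase reporter in stably transfected Drosophila Schneider cells is measured; decreased signal marks ROR gamma inhibition. Fusion expression is induced by 700 uM copper sulfate for 20 hr.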
BRCA1 expr act: BRCA1 expression activation; MCF7-BRCA1-FFLuc reporter, luminescence, 48 h; response scale: scaled: vehicle 0%, 10 µM genistein 100%; Potency, µM (series often up to 46.1 µM), for the others: top-dose activation, hits mostly activators; 1.1% of 380,000 active; AID 624202; further: nearly all actives have a fitted effect of over 80% in size; some results filed as inactive show a strong effect at the top dose
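Activators of BRCA1 expression were detected as increased firefly luciferase luminescence in engineered MCF7 cells after 48 h compound incubation. Signals were scaled to genistein 10 microM as full activation.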
Rab9 prom act: Rab9 promoter activation | Potency, µM (highest dose often 9.22 µM), inactives show at the highest dose activation, negative = inhibition, actives largely listed as activators | Huh7 Rab9 promoter-luciferase reporter, luminescence, 24 h | 2.8% of 320,000 active; further: % of control where 0% means no effect; nearly all actives have a fitted effect of over 60% in size
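Cell-based reporter: Huh7 stable for Rab9 promoter-driven luciferase, plated in reduced-serum medium with 10% FBS at 1500 cells/well, compound-treated 24 h at 37 °C, luminescence read after 10 min reagent.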
p53 reactivation: restores transcriptional activity of mutant p53 | Potency, µM (top dose mostly 92.2 µM), inactives show at the top dose activity change, positive = activation, actives largely listed as activators | 0.063% of 320,000 active | H1299 p53-A138V BP100-luciferase reporter, luminescence, 24 h; further: % of control where 0% means no effect; nearly all actives have a fitted effect of over 45% in size
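H1299 (p53-null), stable ts p53-A138V + BP100-Luc; 1000 cells/well, Opti-MEM/10% FBS; cpd 4 pt, 1:5; 24 h, 37 deg C, 5% CO2; detection reagent 10 min RT; luminescence.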
VP16 counter: counter-screen for ROR gamma inhibitors: Gal4-VP16 reporter; Potency, µM (titrated, usually from 53.6 µM), for the others: top-dose activity, negative = inhibition, most hits filed as inhibitors; Drosophila S2 Gal4-VP16 UAS-luciferase, luminescence, 20 h; 3.5% of 310,000 active;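 further: Gal4-VP16 expression switched on by copper sulfate through the metallothionein promoter; on the % scale 0 is the no-effect control and ±100 the full control effect; nearly all actives have a fitted effect of over 50% in size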
The depositor's hits bear a star; ? = inconclusive; · = no result given; [ ] = remark or other dose. Unless noted, the call rests on the fitted dose curve; in most records, active means well fitted curve in the direction sought with a large enough effect; inconclusive means small, poorly fitted or top-dose-only effect, or another doubt; inactive means no such curve, though single readings can be large; an effect the other way counts as inactive or inconclusive. Potency means the concentration at half of the fitted maximal effect.

Screens in order – ELG1 genotox	uPA generation	MBNL1 CUG block	NPC1 promoter act	CXXC DNA block	FLuc modulator	RORgamma inh	BRCA1 expr act	Rab9 prom act	p53 reactivation	VP16 counter
- CCOC(=O)c1c(C)[nH]c(C(=O)N2CCC(C(=O)OCC)CC2)c1C
  -1%	2%	1%	-3%	?	0%	18%	-3%	2%	-6%	-2%
- O=S(=O)(NCC(c1ccco1)N1CCCCC1)c1cccc(C(F)(F)F)c1 (stereo not drawn)
  -4%	-9%	·	-4%	·	-1%	·	-24%	-7%	3%	·
- CCN(CC)CCCN1C(=O)C(=O)/C(=C(/O)c2ccc3c(c2)CC(C)O3)C1c1cccnc1 (stereo not drawn)
  0%	·	1%	5%	1%	1%	-16%	·	0%	-5%	7%
- CC[C@H](C)[C@H](NC(N)=O)C(=O)OCC(=O)NCc1ccc(Cl)cc1
  -1%	-4%	-18%	-7%	-1%	-2%	1%	-6%	-38%[inhibitor]	0%	-4%
- COc1cc(/C=C(/C#N)c2nc3ccccc3[nH]2)ccc1OCC(=O)Nc1ccccc1C(C)C
  6%	?	7%	-47%[inhibitor]	8%	-3%	8%	-64%	-40%[inhibitor]	-8%	-11%
- Cc1ccc(S(=O)(=O)c2ccc(Oc3ccccc3)cc2)cc1
  -7%	-4%	-9%	-1%	0%	3%	?	-44%	0%	-1%	-26%
- CC(O)/C=C/c1cccc[n+]1C (stereo not drawn)
  1%	0%	-5%	11%	11%	-3%	-3%	-4%	-4%	-4%	-6%
- O=C(CC1C(=O)NCCN1C(=O)Nc1ccc(C(F)(F)F)cc1)Nc1ccc(F)cc1 (stereo not drawn)
  -2%	-5%	9%	-12%	-2%	-6%	?	-79%	1%	-7%	-17%
- CC(C)c1cc(-c2cc(-c3ccc(Cl)cc3)on2)nc(NCC2CC2)n1
  2%	17%	2%	-4%	-4%	-3%	-37%	1%	-7%	3%	-15%
- O=C(NCc1nnc(SCc2ccc(F)cc2)n1-c1ccccc1)C12CC3CC(CC(C3)C1)C2
  -5%	-1%	-5%	-3%	16%	3%	-3%	-42%	-6%	3%	?
- CCOC(=O)N1CCN(S(=O)(=O)c2cccc3ccc(C)nc23)CC1
  -10%	·	-3%	-1%	0%	3%	14%	6%	-3%	-14%	-8%
- CC(=O)C1=C(O)C(=O)N(Cc2cccnc2)C1c1ccccc1Cl (stereo not drawn)
  0%	6%	8%	-1%	15%	2%	-1%	27%	-1%	-10%	-3%
- Cc1ccccc1CC(=O)Nc1ccc2c(c1)CCC2
  9%	-1%	1%	-1%	-2%	?	24%	44%	3%	?	-7%
- Cc1ccc(-c2nnc(SCC(=O)n3c4c(c5ccccc53)CCCC4)o2)cc1
  4%	·	3%	1%	4%	0%	-8%	·	-5%	0%	-9%
- Cc1ccc(C)c(C(=O)CSc2n[nH]c(-c3ccncc3)n2)c1
  0%	0%	3%	2%	9%	6%	-6%	11%	3%	2%	-5%
- CC(=O)c1sc(NC(=O)c2ccc(COc3ccccc3Cl)o2)nc1C
  3%	3%	-10%	2%	3%	0%	1%	-10%	1%	-3%	7%
- CSCCC(NC(=O)c1ccccc1Cl)C(=O)N1CC(C)OC(C)C1 (stereo not drawn)
  0%	-7%	·	-2%	·	3%	·	-12%	-5%	1%	·
- C/C(Cc1nnn(-c2cc(C)on2)n1)=N\O
  1%	-1%	-11%	0%	-2%	6%	16%	2%	1%	3%	2%
- CN1CCN(C(=O)c2cccn(Cc3cccc(Cl)c3)c2=O)CC1
  0%	-14%	-3%	-1%	45%[activator]	7%	3%	4%	-3%	0%	6%
- COc1cccc(NCc2nnc(SCC(=O)N(C)C3CCS(=O)(=O)C3)n2C2CCCCC2)c1 (stereo not drawn)
  0%	4%	-5%	1%	0%	-1%	-3%	-1%	0%	?	-2%
- Cc1cccc(N(Cc2ccccc2)C(=O)CN2C(=O)NC3(CCCCC3C)C2=O)c1 (stereo not drawn)
  -2%	9%	·	-1%	·	4%	·	-15%	-5%	-3%	·
- CN(Cc1ccccc1)C(=O)c1ccc(NC(=O)c2ccccc2)cc1
  -9%	10%	-3%	5%	11%	-12%	?	-14%	1%	-11%	-3%
- O=C1CSC(c2ccncc2)N1Cc1ccccc1 (stereo not drawn)
  0%	4%	1%	0%	-3%	1%	-1%	-14%	13%	7%	3%
- O=C(O)CCCC(=O)Nc1cccc(-c2nc3ccccc3[nH]2)c1
  0%	-5%	-5%	-2%	-7%	12µM*	-18%	2%	1%	21%	-17%
- CCOc1cc(N2CCOCC2)c(OCC)cc1NC(=O)COC(=O)CCOc1ccc(C(C)(C)C)cc1
  -2%	1%	·	-1%	·	2%	·	-12%	-6%	-6%	·
- O=c1c2c(-c3ccccc3)csc2ncn1/N=C/c1c2ccccc2cc2ccccc12
  -17%	·	4%	-1%	15%	-1%	28%	-8%	3%	0%	3%
- CC(=O)N1CCN(S(=O)(=O)c2ccc(Cl)cc2F)CC1
  5%	-4%	4%	-4%	-8%	-3%	0%	-1%	-2%	0%	-6%
- COc1cc(/C=N/NC(=O)c2cc[n+]([O-])cc2)cc(OC)c1OC
  2%	1%	?	0%	-4%	-2%	-9%	-14%	-3%	·	0%
- Cc1oc(=O)c(NC(=O)c2ccccc2)cc1C(C)O (stereo not drawn)
  8%	-3%	?	9%	8%	7%	11%	-5%	11%	15%	-4%
- O=C(Nc1ccc(Br)cc1)C1C2C=CC3(O2)C1C(=O)N(CCN1CCCCC1)C3C(=O)NC1CCCCC1 (stereo not drawn)
  -5%	2%	-4%	-3%	1%	0%	17%	-20%	4%	-1%	-8%

3 structures already listed, ordered by formula weight, ascending:
Screens in order – ELG1 genotox	uPA generation	MBNL1 CUG block	NPC1 promoter act	CXXC DNA block	FLuc modulator	RORgamma inh	BRCA1 expr act	Rab9 prom act	p53 reactivation	VP16 counter
- Cc1oc(=O)c(NC(=O)c2ccccc2)cc1C(C)O (stereo not drawn)
  8%	-3%	?	9%	8%	7%	11%	-5%	11%	15%	-4%
- O=c1c2c(-c3ccccc3)csc2ncn1/N=C/c1c2ccccc2cc2ccccc12
  -17%	·	4%	-1%	15%	-1%	28%	-8%	3%	0%	3%
- O=C(CC1C(=O)NCCN1C(=O)Nc1ccc(C(F)(F)F)cc1)Nc1ccc(F)cc1 (stereo not drawn)
  -2%	-5%	9%	-12%	-2%	-6%	?	-79%	1%	-7%	-17%

The results go on.
Screens in order – ELG1 genotox	uPA generation	MBNL1 CUG block	NPC1 promoter act	CXXC DNA block	FLuc modulator	RORgamma inh	BRCA1 expr act	Rab9 prom act	p53 reactivation	VP16 counter
- COc1ccc(C(=O)COC(=O)c2ccc(NC(=O)c3ccccc3)cc2)cc1
  19%	·	1%	-6%	20%	1%	-22%	9%	-3%	-3%	-14%
- CC(=O)O[C@H]1C(=O)[C@@]2(C)C([C@H](OC(=O)c3ccccc3)[C@]3(O)C[C@H](OC(=O)[C@H](O)[C@@H](NC(=O)c4ccccc4)c4ccccc4)C(C)=C1C3(C)C)[C@]1(OC(C)=O)CO[C@@H]1C[C@H]2O (stereo partly drawn)
  0%	-31%	4%	-34%	-7%	1%	?	?	-29%	·	20µM*
- COc1ccc(CNC(=O)CCCOc2cc(=O)n(C)c3ccccc23)cc1
  ?	-5%	5%	-6%	15%	-1%	-16%	-29%	-2%	-4%	10%
- O=C(O)CC1(CC(=O)Nc2ccc3c(c2)C(=O)OC3)CCCCC1
  0%	-3%	·	1%	1%	-1%	1%	2%	0%	2%	1%
- COc1ccc(C)c2sc(NC(=O)CCS(=O)(=O)c3ccccc3)nc12
  -2%	?	-4%	-6%	25%	-6%	-10%	-84%	6%	-23%	?
- CCN(CC)c1ccc(C(=O)NNC(=O)C2CSC3(C)CCC(=O)N23)cc1 (stereo not drawn)
  -1%	14%	·	2%	·	-16%	·	12%	0%	-2%	·
- Cc1ccc(N(C)C(=O)N2CCN(S(=O)(=O)c3ccc4ccccc4c3)CC2)cc1
  -9%	·	-10%	-1%	-25%	9%	20%	-34%	-5%	-5%	-2%
- CCC(=O)Nc1cccc(-c2nnc(SCC(=O)c3ccccc3)n2C)c1
  ?	-2%	-9%	?	7%	6µM*	-22%	43%	1.8µM*	15%	22%
- CC(/C=C/c1ccco1)=N\NC(=O)c1cccc(Cl)c1
  -1%	-6%	9%	6%	12%	-16%	4µM*	-45%	14%	18%	3.5µM*
- CCSc1ccc([C@@H]2[C@@H]3C(=O)N(CC)C(=O)[C@@H]3[C@]3(C(=O)OC)CCCCN23)cc1
  -5%	29%	·	0%	·	2%	·	-24%	0%	-1%	·

Only part of the results is shown; rates above refer to the full screens.
